From PubChem BioAssay
Artemis inh = Artemis endonuclease inhibitors, primary screen, biochemical, fluorescence intensity, FAM/BHQ-1 hairpin substrate; recombinant Artemis, quenched FAM hairpin cleavage fluorescence; Protein artemis (Homo sapiens), Q96SD1; inhibition, % at 10 µM; actives 0.78% (n = 30,000); AID 686954, 2013;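 active means at 10 µM dose, at least 30% inhibition, measured as corrected fluorescence normalized to stimulator and neutral control wells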
Target sequence (Q96SD1 whole entry, looked up): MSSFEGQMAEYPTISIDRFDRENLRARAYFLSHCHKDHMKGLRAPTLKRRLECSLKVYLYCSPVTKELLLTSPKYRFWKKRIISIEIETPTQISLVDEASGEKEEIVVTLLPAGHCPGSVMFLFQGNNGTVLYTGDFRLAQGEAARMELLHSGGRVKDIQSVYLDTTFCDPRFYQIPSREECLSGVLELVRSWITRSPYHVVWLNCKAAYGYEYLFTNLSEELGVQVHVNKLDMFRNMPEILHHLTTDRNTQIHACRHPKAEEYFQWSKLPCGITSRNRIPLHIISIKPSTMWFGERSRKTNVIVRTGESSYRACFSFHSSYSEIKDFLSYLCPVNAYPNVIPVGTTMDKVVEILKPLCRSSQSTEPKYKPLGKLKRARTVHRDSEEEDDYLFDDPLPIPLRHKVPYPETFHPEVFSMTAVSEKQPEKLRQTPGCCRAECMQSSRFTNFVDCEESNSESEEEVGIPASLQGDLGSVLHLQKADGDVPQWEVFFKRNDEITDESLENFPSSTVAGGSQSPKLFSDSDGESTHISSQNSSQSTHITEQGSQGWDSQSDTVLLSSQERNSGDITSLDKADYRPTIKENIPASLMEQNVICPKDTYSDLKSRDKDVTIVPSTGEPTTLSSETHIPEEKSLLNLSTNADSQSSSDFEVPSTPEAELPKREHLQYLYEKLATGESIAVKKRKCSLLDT
Numbers without * were called inactive.

SMILES | Artemis inh
Cn1c(=O)c2c(nc(OCC3COC(C)(C)O3)n2Cc2ccccc2F)n(C)c1=O (configuration not stated) | -2
CC(Sc1nc2ccccc2s1)C(=O)N1CCOCC1 (configuration not stated) | 3
Cc1cccc(OCCn2c(=O)sc3ccccc32)c1 | -7
CC(C)c1ccccc1NC(=O)c1cccnc1 | 2
Clc1ccc(Cn2ncc3c(NCc4cccnc4)ncnc32)cc1 | 1
NC(=O)C1CCN(C(=O)c2ccc(C(F)(F)F)cc2)CC1 | -6
CS(=O)(=O)N(Cc1ccccc1)c1ccc(C(=O)NC2CCCCC2O)cc1 (configuration not stated) | -5
c1nc(N2CCC3(CC2)OCCO3)c2c3c(sc2n1)CCCC3 | -1
CN(C)S(=O)(=O)c1cccc(C(=O)OCC(=O)Nc2sccc2C#N)c1 | -8
Cc1cc(C)n2nc(SCC(=O)Nc3c(C)n(C)n(-c4ccccc4)c3=O)nc2n1 | 3
COc1ccc(CN(C(=O)c2oc3ccccc3c2C)C2CCS(=O)(=O)C2)cc1 (configuration not stated) | -1
COc1cc(S(=O)(=O)NC2CCCC2)ccc1Cl | -6
COc1cc(NC(=O)c2ccc(C)cc2)c(OC)cc1NC(=O)CN1CCCCC1 | 6
COc1cc(/C=C2\SC(=S)N(Nc3ccccc3)C2=O)cc(OC)c1OC | -3
Fc1ccc(Cn2nnnc2CN2CCc3ccccc3C2)cc1 | -7
CC1(C)Oc2ccc3ccc(=O)oc3c2/C(=C/NC2CCCCC2)C1=O | 9
COc1cc2c(cc1NC(=O)C(c1ccccc1)c1ccccc1)CCCC2 | -3
c1ccc(-c2noc(COc3ccc4c(c3)OCO4)n2)cc1 | -4
COc1ccc(CC(=O)OCc2cc3ccccc3[nH]c2=O)cc1 | -6
CC(C)(O)P(C)(=O)c1ccccc1 (configuration not stated) | -6
N/C(Cc1cccs1)=N\OC(=O)COc1ccccc1Cl | 1
Cc1cc(C)n(C(=O)c2ccc(S(=O)(=O)NCC3CCCO3)cc2)n1 (configuration not stated) | 10
O=C(OCn1ncc(Br)c(Br)c1=O)c1ccc(F)cc1 | 20
CCc1ccc(NC(=O)C(C)Nc2ccc(S(=O)(=O)NC(C)=O)cc2)cc1 (configuration not stated) | -3
Cc1noc(C)c1COc1ccc(C(=O)OCC(=O)N2c3ccccc3NC(=O)C2(C)C)cc1 | 4
Cc1cc(OC(C)C)c2c(-c3ccccc3)cc(=O)oc2c1 | 5
CCC(Sc1ncnc2c1nnn2-c1ccc(F)cc1)C(=O)OC (configuration not stated) | 0
Cc1cccc(-n2cnc(C(=O)N/N=C/c3ccccc3)c2)n1 | 8
CCN(CC)c1nc(C#N)nc(N(CC)CC)n1 | 2
Cc1cc(C)n(-c2nc3ccccc3c(=O)n2OCC(=O)Nc2c(C)cccc2C)n1 | 10

An excerpt of these results, as tab-separated lines.
SMILES	Artemis inh
CC(Sc1nc2ccccc2s1)C(=O)N1CCOCC1 (configuration not stated)	3
Cc1cc(C)n(C(=O)c2ccc(S(=O)(=O)NCC3CCCO3)cc2)n1 (configuration not stated)	10

The results go on:
SMILES | Artemis inh
Cc1ccc(-c2nc(NC(=O)CSc3nnnn3-c3ccccc3)ns2)cc1 | 5
COc1ccc(OCc2nnc(SCC(N)=O)n2N)cc1 | -4
COC(=O)CC1SC(=O)NC1=Nc1cccc(C)c1 (configuration not stated) | -10
CC(C)(C)n1nnnc1C(c1ccc(C(F)(F)F)cc1)N(Cc1ccc(F)cc1)Cc1ccco1 (configuration not stated) | -3
Cc1cccc2nc(CSc3ccccc3N)cn12 | 5
CC12CCC(c3c(C(=O)O)nn(-c4ccc(F)cc4)c31)C2(C)C (configuration not stated) | 3
O=C(c1ccccc1)c1cccn1CC(=O)N1CCCCCC1 | -9
C=CCn1c(COc2ccc(Cl)cc2)nnc1SCC(=O)N/N=C/c1ccccc1 | 0
Cc1cccc(C(=O)Nc2cccc(OC(=O)c3cccc(C)c3)c2)c1 | 4
Cc1ccc2[nH]c(=O)c(CNC(C)C)cc2c1 | 0
O=C1NC(c2cccnc2)C(C(=O)c2cccs2)C(O)(C(F)(F)F)N1 (configuration not stated) | 3
O=C(CSCc1ccc(Cl)cc1)Nc1ccccc1C(=O)N1CCOCC1 | 17
CN(C(N)=S)c1ccccc1 | -5
O=C(C1CCN(S(=O)(=O)c2ccc(Br)s2)CC1)N1CCc2ccccc21 | 8
CCCCCCn1c(N2CCC(C)CC2)nc2c1c(=O)[nH]c(=O)n2C | 5
Cc1nn(C(=O)C2CC2)c(C)c1Sc1ccc(Cl)cc1 | 6
CCOC(=O)COc1ccc2nsnc2c1 | -9
COc1ccc(-c2c(C#N)c(N)nc3c2c(=O)n(C)c(=O)n3C)cc1Cl | 2
COc1nc(NCCc2ccc(OC)c(OC)c2)nc(OC)n1 | -4
Cc1cccn2c(=O)c3cc(C(=O)NC4CCCC4)c(=N)n(C4CCCC4)c3nc12 | 12
COc1ccc(N(CC(=O)N/N=C/c2cccc3c2OCCO3)S(=O)(=O)c2ccc(NC(C)=O)cc2)cc1 | -2
O=C(COc1ccc(Cl)cc1)NCc1nnc(SCC(=O)NCCc2ccccc2)o1 | 3
COc1ccc(NC(=O)C2CCCCN2N)cc1OC (configuration not stated) | -6
COC(=O)C1=C(N)Oc2cc(C)[nH]c(=O)c2C1c1cc(OC)c(OC)c(OC)c1 (configuration not stated) | -7
O=c1c2ccccc2c(-c2ccccc2)nn1-c1cc(Cl)ccc1[N+](=O)[O-] | 3
CCN1CCN(C(=O)CCc2ccc(S(=O)(=O)NCCc3ccccc3)cc2)CC1 | -4
CN1CCCN(CC(O)COCc2cccs2)CC1 (configuration not stated) | -5
Cc1ccc(-c2ccc(CCC(=O)O)n2NC(=O)c2cccs2)cc1 | 6
CO/N=C(/CNC(=O)c1ccc(F)cc1)c1ccc(Cl)cc1 | 3
CCCNC(=O)c1ccc(CNc2c(N3CCC(C(=O)OCC)CC3)c(=O)c2=O)cc1 | -6
Cc1ccc2c(CC(=O)Nc3sccc3C(N)=O)coc2c1 | 0
O=C(Nc1ccc(Cl)cc1F)C1CCN(S(=O)(=O)c2cccnc2)CC1 | -3
Cc1nc(NCc2ccco2)nc2c1C(=O)CC(C)C2 (configuration not stated) | -4
COc1cc(S(=O)(=O)N2CCOCC2)ccc1NC(=O)CSc1nnc(N)s1 | -5
N#Cc1cn(CC(=O)O)c2ccccc12 | -5
Cc1ccc(CCNS(=O)(=O)c2cnc[nH]2)cc1 | -4
CCOc1ccc(C2CC(=O)NC3=C2C(=O)CCC3)cc1 (configuration not stated) | -2
COc1ccc(-n2c(SCC(=O)Nc3nccs3)nc3sc4c(c3c2=O)CCN(C)C4)cc1 | 29
N#CC1=C(N)Oc2cc(O)ccc2C1c1ccncc1 (configuration not stated) | -4
O=C(Cn1nnc(-c2ccccc2)n1)Nc1ccc2c(c1)OCO2 | 2
CCCCSc1nc(C)c(C(C)=O)cc1C#N | 2
Cc1onc(-c2c(F)cccc2Cl)c1C(=O)NCC1COc2ccccc2O1 (configuration not stated) | -4
CC(C(=O)O)N1C(=O)CSC1=S (configuration not stated) | 2
COc1ccc(N2CCCn3c2nc2c3c(=O)n(CCc3ccccc3)c(=O)n2C)cc1 | 13
CC(C)C(NC(=O)OCc1ccccc1)C(=O)NCC(=O)OC(C)(C)C (configuration not stated) | 4
CCC(=O)NCCSc1c[nH]c2ccccc12 | -2
N#C/C=C(/N)c1ccc(Br)cc1 | -8
O=C(CCC(=O)N(CC(=O)NC1CCCC1)Cc1ccc2c(c1)OCO2)Nc1ccccn1 | -5
CCOC(=O)c1ccc(NS(=O)(=O)c2cnc[nH]2)cc1 | 0
O=C1NN=C(c2ccc(Cl)cc2)CC1c1cccc(Cl)c1 (configuration not stated) | 5
CCOC(=O)N1CCC(NC(=O)Cn2cc3c(n2)CCC(C)C3)CC1 (configuration not stated) | -3
COC(=O)c1ccccc1NC(=O)c1ccccc1SC | 10
CCCOC(=O)C1C2C=C[C@]3(CN(CCc4ccccc4)C(=O)[C@H]13)O2 (some centres not stated) | 18
COc1ccccc1N1CCN(C(CNC(=O)c2ccc3c(c2)OCO3)c2cccnc2)CC1 (configuration not stated) | 13
O=C1c2ccncc2C(=O)N1Cc1cccc(Cl)c1 | 4
O=C(CN1C(=O)C2C3C=CC(C3)C2C1=O)Nc1cccc2c1CCCC2 (configuration not stated) | -4
CCCn1nc(NC(=O)c2ccco2)c2cc3ccc(C)cc3nc21 | -5
COc1cccc(NC(=O)CSCC(=O)Nc2ccccc2)c1 | -3
CCOc1ccc(NC(=O)CN(C)c2ccc(S(=O)(=O)N(C(C)C)C(C)C)cn2)cc1OCC | -2
COc1ccc(-c2csc(NC(=O)Cn3nc(C)cc3C)n2)cc1 | -2

An excerpt of these results, as a markdown table:
| SMILES | Artemis inh |
| --- | --- |
| N#C/C=C(/N)c1ccc(Br)cc1 | -8 |
| COc1ccccc1N1CCN(C(CNC(=O)c2ccc3c(c2)OCO3)c2cccnc2)CC1 (configuration not stated) | 13 |
| O=C1c2ccncc2C(=O)N1Cc1cccc(Cl)c1 | 4 |
| COc1ccc(-c2csc(NC(=O)Cn3nc(C)cc3C)n2)cc1 | -2 |
| CCOc1ccc(NC(=O)CN(C)c2ccc(S(=O)(=O)N(C(C)C)C(C)C)cn2)cc1OCC | -2 |

Next part:
SMILES | Artemis inh
CCOC(=O)N1CCN(C(=O)CCSCCc2ccncc2)CC1 | 5
CCCCN1C(=O)c2ccc(C(=O)NC3=NCCS3)cc2C1=O | -3
COC(=O)C1C(=O)CC(C)(O)C(C(=O)OC)C1/C=C/c1ccccc1 (configuration not stated) | 0
CCc1nnc(NC(=O)C2CCN(S(=O)(=O)Cc3ccccc3)CC2)s1 | -8
COc1cccc(/C=N/n2c(SC)nnc2-c2ccccc2)c1O | 6
Cc1cc(C)cc(Oc2nc(C(F)(F)F)nc3ccccc23)c1 | 5
COc1ccc(NC(=O)c2ccc(CN3CCN(c4ccccc4)CC3)cc2)cc1 | -3
COc1ccc(CCC(=O)N2CCN(S(=O)(=O)c3ccc4ccccc4c3)CC2)cc1 | 0
Cc1occc1C(=O)NCCCCc1ccccc1 | 0
O=C(CCc1ccc(S(=O)(=O)N2CCOCC2)cc1)OCc1nc2ccccc2s1 | 1
COC(=O)C1=C(C)NC(C)=C(C(=O)OC)C1C1CC=CCC1 (configuration not stated) | -6
CC(=O)Cn1c(C(F)(F)F)nc2ccccc21 | 3
Cn1c(-c2cccc(OCc3ccccc3)c2)nc2c1c(=O)[nH]c(=O)n2Cc1ccccc1 | 14
Cc1ccc(Nc2nc3nonc3nc2N(C)C)cc1 | -2
Cc1cccc(N2CCN(C(c3ccc(N(C)C)cc3)c3nnnn3C(C)(C)C)CC2)c1C (configuration not stated) | 4
CCCC(=O)Nc1ccc(NC(=O)C23CC4CC(CC(C4)C2)C3)cn1 | 8
CCOc1ccc2nc(SCC(=O)NC(=O)NCc3ccco3)sc2c1 | 5
COC(=O)N/N=C(C)/C=C/c1ccccc1 | 1
O/N=C1\CC2(Cc3nonc31)OCCO2 | 1
Oc1ccc(-c2n[nH]c(=S)n2Cc2ccccc2)cc1 | -4
Clc1ccc(SCCCCn2ccnc2)cc1 | -8
COc1ccccc1N1CCN(C(CNS(=O)(=O)c2ccc(C)cc2)c2cccnc2)CC1 (configuration not stated) | 5
CCOC(=O)N1CCN(C(=O)c2c(O)c3cccc4c3n(c2=O)CC4)CC1 | -3
Cn1c(=O)c2c(nc(CN3CCc4ccccc4C3)n2Cc2ccccc2)n(C)c1=O | 9
COc1ccc(C(=O)n2nc(-c3ccc(Cl)cc3)nc2N)cc1OC | -3
COc1ccccc1NC(=O)CSc1ncn[nH]1 | -1
CCOC(=O)[C@@H]1CCNC[C@@H]1c1ccccc1 | 4
Cc1ccc(S(=O)(=O)N2CCC[C@H]2C(=O)OC(C)C(=O)Nc2ncc(Cl)cc2Cl)cc1 (some centres not stated) | 3
C#CCOc1ccc(Br)cc1/C=N/O | 1
COc1n[nH]c2nncnc12 | 3
COC(=O)CSc1nc2cc(C)cc(C)c2cc1C#N | 6
CC(C#CCN1CCCCC1)OCCOCc1ccccc1 (configuration not stated) | 2
Cc1ccc(Sc2cnn(-c3ccccc3)c(=O)c2Cl)cc1 | 4
CCn1c(=Nc2ccc(N3CCOCC3)cc2)ccc2ccccc21 | -5
CS(=O)(=O)N1CCN(c2ccccc2NC(=O)c2cccs2)CC1 | -4
CCc1ccc2oc(=O)cc(CN(C)Cc3ccccc3)c2c1 | 1
COc1cc(OC)c(C(=O)COc2ncnc3ccccc23)c(OC)c1 | -3
O=C(Nc1ccc(Cl)cc1)OCc1cc(-c2ccccc2Cl)on1 | 3
COc1ccc(NC(=O)c2cccs2)c([N+](=O)[O-])c1 | 5
COc1ccc(C(=O)N2CCN(C(C)=O)CC2)cc1S(=O)(=O)NCc1ccc(Cl)cc1 | -1
COc1ccc(-c2csc(Cc3nnc4n3CCCCC4)n2)cc1 | -3
CN(C)Cc1cc(CCNC(=O)c2ccc(Cl)cc2)ccc1O | -4
COC(=O)NC(=S)Nc1ccc(Oc2ccc(Cl)cc2Cl)c(Cl)c1 | 10
CC(C)CCC(C)N=Cc1c(O)n(Cc2ccccc2)c(=O)c2ccccc12 (configuration not stated) | 5
O=C(NCCC1=CCCCC1)C1CCCN(S(=O)(=O)c2ccc(F)cc2)C1 (configuration not stated) | 1
CCN1CCN(c2ncnc3c2sc2nc(N4CCOCC4)c4c(c23)CCC4)CC1 | 2
CC(C)C(NC(=O)C1CCCCC1)C(=O)NC1=NCCS1 (configuration not stated) | 2
CC(C)Oc1ccc(-c2cc(=O)[nH]c(=O)[nH]2)cc1 | 0
Cc1ccc(Oc2ncccc2/C=N/OCc2ccc(Cl)cc2Cl)cc1 | 8

5 structures already listed, ordered by length of the SMILES, lowest first.
SMILES | Artemis inh
CC(C)C(NC(=O)C1CCCCC1)C(=O)NC1=NCCS1 (configuration not stated) | 2
CN(C)Cc1cc(CCNC(=O)c2ccc(Cl)cc2)ccc1O | -4
CC(C)Oc1ccc(-c2cc(=O)[nH]c(=O)[nH]2)cc1 | 0
COC(=O)NC(=S)Nc1ccc(Oc2ccc(Cl)cc2Cl)c(Cl)c1 | 10
CCN1CCN(c2ncnc3c2sc2nc(N4CCOCC4)c4c(c23)CCC4)CC1 | 2

The list is partial (hit frequency here may not be typical).
